HSF1 inh: HSF1 inhibition; NIH3T3-HGL HSE-luciferase, MG132-induced, luminescence 8 h; hits give low values; 300,000 compounds, 0.77% hits; AID 2098; activity change, negative = inhibition, % at 7.5 µM (by protocol);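 active = more than half of replicate wells show activity change below -50%, luminescence cut by over half; inconclusive = some wells, but at most half, below -50%; inactive = no replicate well below -50%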;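 note: luciferase reports HSF-1 transcriptional activity via heat shock element; 0% = median of DMSO wells and -100% = zero luminescence signal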
PolyA inh: yeast polyadenylation inhibition; AID 1875; calls only at 12 µM; 300,000 compounds, 0.02% hits; S. cerevisiae SKY197-pL101 polyadenylation reporter, beta-gal luminescence; efflux-impaired pdr1/pdr3 knockout yeast; score 100 = 6 SD above DMSO;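 active = lowest replicate activity score at least 50, where 100 means six control SD above control mean; inconclusive = lowest score under 50 but half or more replicates reach 50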;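 note: yeast exposed to compound for 9 h at 30 °C; higher score means more reporter readthrough which indicates perturbed polyadenylation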
GSK3 alpha inh: human GSK-3 alpha kinase inhibition; inhibition, % at 10 µM; P49840; 320,000 compounds, 0.1% hits; ADP-Glo luminescence, 60 min; AID 2650;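 in the data active = inhibition above about 50%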;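 note: GST-tagged GSK-3 alpha with peptide substrate and 25 µM ATP; 0% = DMSO neutral wells and 100% = GW8510 positive control wells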
Target sequence (P49840 whole entry, looked up): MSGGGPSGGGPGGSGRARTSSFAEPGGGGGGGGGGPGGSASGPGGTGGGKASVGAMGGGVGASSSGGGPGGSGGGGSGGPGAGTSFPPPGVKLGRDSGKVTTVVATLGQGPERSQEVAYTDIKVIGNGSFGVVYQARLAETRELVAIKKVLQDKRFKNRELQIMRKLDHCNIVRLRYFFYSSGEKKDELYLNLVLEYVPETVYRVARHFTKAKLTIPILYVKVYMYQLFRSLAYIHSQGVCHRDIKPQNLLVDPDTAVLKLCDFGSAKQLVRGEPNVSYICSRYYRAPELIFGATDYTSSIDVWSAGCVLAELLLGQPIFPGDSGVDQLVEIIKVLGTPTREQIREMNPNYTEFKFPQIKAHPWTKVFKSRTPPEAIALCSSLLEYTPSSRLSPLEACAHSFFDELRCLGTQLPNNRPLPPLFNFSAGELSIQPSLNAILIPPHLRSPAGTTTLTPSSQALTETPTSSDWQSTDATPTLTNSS
AI-2 QS mod: modulators of Vibrio harveyi AI-2 quorum sensing system. Vibrio harveyi JMH597 AI-2 luminescence/OD600 ratio, 9 h; hits give low values; strain lacks LuxN and CqsS sensors; 0 = neutral-control median. activity change, % at 7.5 µM. 300,000 compounds, 0.4% hits. AID 2094; in the data active = activity change below about -75%, passing the limit was not always enough; inconclusive = no clear call, values can overlap the other calls;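 note: luminescence divided by OD600 gain over 9 h not by final OD600 alone; inactives centre near 13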
Dyrk1A ADPGlo: Dyrk1A (rat) kinase inhibition; Q63470; ADP-Glo luminescence, NFATc1 peptide; inhibition, % at 12.5 µM; 310,000 compounds, 0.43% hits; AID 504441; in the data active = inhibition above about 50%;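 note: plate controls were vehicle with enzyme for no effect and no enzyme for full effect; many of its hits are not listed in these tables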
HDAC3 inh: inhibitors of human histone deacetylase 3; O15379; recombinant HDAC3, fluorogenic peptide/trypsin coupled, fluorescence; inhibition, % at 8.3 µM; 320,000 compounds, 0.15% hits; AID 2718; in the data active = inhibition above about 26%, passing the limit was not always enough; inconclusive = no clear call, values can overlap the other calls
Target sequence (O15379 whole entry, looked up): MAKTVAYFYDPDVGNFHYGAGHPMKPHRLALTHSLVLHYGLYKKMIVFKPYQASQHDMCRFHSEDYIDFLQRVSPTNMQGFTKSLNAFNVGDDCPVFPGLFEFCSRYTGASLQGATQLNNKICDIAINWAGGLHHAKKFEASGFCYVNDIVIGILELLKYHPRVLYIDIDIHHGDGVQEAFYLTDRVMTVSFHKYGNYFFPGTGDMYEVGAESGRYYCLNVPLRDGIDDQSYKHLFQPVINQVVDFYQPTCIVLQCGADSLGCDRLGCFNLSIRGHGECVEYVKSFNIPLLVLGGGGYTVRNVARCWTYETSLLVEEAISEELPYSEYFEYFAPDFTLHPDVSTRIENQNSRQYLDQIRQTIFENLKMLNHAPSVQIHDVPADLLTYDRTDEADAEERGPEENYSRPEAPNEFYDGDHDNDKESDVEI
HSF1 activator: increases HSF-1 driven luciferase reporter signal. NIH3T3-HGL HSF-1 luciferase reporter, MG132, 8 h; 100% = twice DMSO control signal. activation, % at 9 µM. 300,000 compounds, 1.7% hits. AID 504408;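 active = mean replicate activation of at least 50% with a set share of replicates each reaching 50%; inconclusive = only one of those two conditions met; inactive = mean below 50% and too few replicates reaching it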;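 note: 0% = median of the neutral control wells and 100% = twice that signal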
Platelet DG rel: platelet dense granule release activity; human platelet-rich plasma, SFLLRN dense granule ATP release, luminescence; inhibition, %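 (compounds screened at 7.5 µM in platelet-rich plasma)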; 300,000 compounds, 0.22% hits; AID 1663;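 active = mean replicate score, as percent of positive control, at or above 50; inconclusive = mean below 50 but at least one replicate at or above 50; inactive = mean and every replicate below 50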
HSP90 inh: inhibitors of HSP90 luciferase refolding in rabbit reticulocyte lysate; luciferase refolding luminescence, 3 h; inhibition, % at 5.6 µM; AID 1789; 290,000 compounds, 0.91% hits;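 active = inhibition above the screen-wide mean plus 3 SD, computed separately per campaign, cut at about 16% in these data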;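 note: 0% = DMSO wells and 100% = 60 µM geldanamycin wells; inhibitors lower the luminescence because luciferase stays unfolded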
GSK3B inh: inhibitors of human GSK3beta kinase | AID 2097 | GST-GSK3beta kinase, ADP-Glo luminescence, 60 min; hits give low values | 300,000 compounds, 0.038% hits | activity score (negative = inhibition), % at 10 µM;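 active = more than half of replicate wells score below -50%, meaning over 50% inhibition versus plate controls; inconclusive = some replicates but at most half score below -50%; inactive = no replicate scores below -50%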;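 note: 0% = median DMSO wells and -100% = median GW8510 positive control wells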
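Assay system: GST-tagged human GSK3beta kinase, cell-free; Input: 1.6 ng GSK3beta; Medium: Tris/MgCl2 kinase buffer; Timing: 60 min enzyme reaction, room temperature; Signal: ADP-Glo luminescence quantifying ADP generated by kinase; Evaluation: score relative to plate controls; Benchmarks: DMSO neutral wells and GW8510 at 20 µM as positive.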
* marks the source's active call; other numbers are inactive results; i = inactive; ? = inconclusive; · = not tested or not shown.

SMILES	HSF1 inh	PolyA inh	GSK3 alpha inh	AI-2 QS mod	Dyrk1A ADPGlo	HDAC3 inh	HSF1 activator	Platelet DG rel	HSP90 inh	GSK3B inh
CCCCCCOc1ccc(N2C(=O)CC(S/C(N)=N/N=C(\C)c3cccs3)C2=O)cc1 (stereo not drawn)	2	i	2	16	-4	17	4	-3	-3	2
CC(C)CNC(=S)NNC(=O)c1ccc(OC(F)F)cc1	11	i	1	17	20	-2	8	0	-2	3
COC(=O)c1ccccc1SCC(=O)Nc1ccc(N2CCOCC2)cc1	-12	i	2	9	-3	-3	-11	-14	-2	0
O=C(Nc1ccc(N2CCN(C(=O)c3cccs3)CC2)cc1)c1cccnc1Cl	·	i	-2	21	3	0	·	9	1	3
CC(C)=CC(=O)OCC(=O)Nc1ccc(Cl)cn1	3	i	9	16	17	0	-4	8	2	2
O=C(c1ccccc1)N1CCN(c2ncnc3c2cnn3-c2ccccc2)CC1	3	i	-1	14	5	-2	-10	8	1	-1
Cc1nn(-c2nc3ccccc3[nH]2)c(N)c1-c1ccc(Cl)cc1	·	i	0	0	8	1	·	1	0	-1
CCC1=C(OC(=O)c2ccccc2)C(C)(C)C(c2ccccc2)OC1=O (stereo not drawn)	3	i	-3	21	-1	4	11	1	5	-3
CC(C)CC(NC(=O)CCC(=O)OCC(=O)[C@@]1(O)CCC2[C@@H]3CCC4=CC(=O)C=C[C@]4(C)C3[C@@H](O)C[C@@]21C)C(=O)O (stereo partly drawn)	-53*	i	0	4	-2	-1	-56	-1	-3	3
Cc1c(NC(=O)NC2CCCCC2)cccc1[N+](=O)[O-]	-7	·	-1	23	-1	-1	13	1	0	-5
Cc1ccc(S(=O)(=O)N(CCC#N)C2CCCCC2)c2nsnc12	12	i	0	16	-1	4	40	-4	-2	-6
O=C(Nc1ccc(Cl)cn1)Nc1ccc(Cl)cn1	9	i	2	11	-2	1	28	15	0	-10
O=c1c2c(nc3nc(SCc4ccccc4)[nH]n13)CCC2	6	i	-4	46	-4	-2	5	-4	1	6
Cc1ccc(-n2nnnc2CCl)cc1	-4	i	·	-45	25	·	3	6	4	2
CCNc1nc(NCC)nc(OCCOC(C)=O)n1	4	i	0	18	0	-5	35	-34	-1	2
C/C(=N\Nc1nc2ccccc2[nH]1)c1ccc(N2CCOCC2)cc1	3	·	-2	-4	·	2	32	-15	19*	-2
CC(NS(=O)(=O)c1ccc(OCC(=O)N2CCOCC2)cc1)c1ccccc1 (stereo not drawn)	·	·	-2	8	-4	-7	·	·	-1	-4
C=CCn1c(C)cc(C2=NNC(=NCc3ccccc3)SC2)c1C	-10	i	-3	8	1	0	-4	-1	0	-2
COc1ccc(S(=O)(=O)Nc2ccc3ccccc3c2)cc1C	9	i	-8	22	5	15	-4	2	3	0
C#CCOCCOCCOCCNc1nc(N2CCN(C(=O)[C@H](C)n3cc(CCCN=C(N)N)nn3)CC2)nc(N2CCN(C(=O)[C@H](C)n3cc(CCCN=C(N)N)nn3)CC2)n1	5	i	4	8	5	7	15	2	-2	-1
CCCCOc1c(Br)cc(CNCCCN2CCOCC2)cc1OC	-10	i	-3	15	-2	-2	-9	-2	-2	3
Cc1noc(C)c1COc1cccc(C(=O)N2CCN(C/C=C/c3ccccc3)CC2)c1	1	i	2	19	7	6	-10	3	0	3
O=C(CNC(=O)N1CC(=O)Nc2ccccc21)Nc1ccc(Cl)cc1	1	i	2	10	·	-5	17	7	0	2
CCNc1nc2[nH]c(=O)c3c(c2s1)OC(N)=C(C#N)C3c1ccc(C)cc1 (stereo not drawn)	-14	i	1	31	7	9	-22	11	0	4
O=C(NCCN1CCN(S(=O)(=O)c2ccc([N+](=O)[O-])cc2)CC1)C(=O)Nc1ccccc1	6	i	-2	-6	·	-3	14	0	-1	-4
CCC(C)[C@H](NC(=O)NCCCN1CCOCC1)C(=O)OC (stereo partly drawn)	-3	i	-2	26	-9	-7	4	13	-3	0
CCCS(=O)(=O)N1CCN(Cc2ccc3c(c2)c2ccccc2n3CC)CC1	3	i	-2	51	-3	-7	9	-12	-2	-4
CCOc1ccc(/C=C2\SC(N3CCc4ccccc4C3)=NC2=O)cc1	10	i	-2	22	13	9	11	-8	-2	-1
COc1ccc(N2CCN(C(=O)CSc3nnnn3-c3ccc4c(c3)OCCO4)CC2)cc1	-2	i	1	13	-11	-2	4	-7	3	0
Cc1sc2nc(CN(C(=O)NCc3ccccc3)C3CCCC3)[nH]c(=O)c2c1C	0	i	-4	21	-11	3	-5	2	4	3
CCN(CC(=O)Nc1c(F)cccc1F)C(=O)c1cc2ccccc2oc1=O	3	i	·	14	5	·	-2	-3	·	6
CCn1nc(C)cc1C(=O)Sc1cccc(Br)c1	-1	i	-1	8	5	4	-14	5	3	3
CN(C)c1nc(-c2cccnc2)nc(-c2ccccc2)c1C#N	-1	i	2	13	-5	0	-7	9	-2	-2
COc1cc(C)nc(NCc2ccccc2)n1	7	i	1	19	-3	·	9	-1	-2	3
CCC(C)(C)NC(=O)C(c1ccc(C)o1)N(C(=O)c1csnn1)c1cccc(F)c1 (stereo not drawn)	10	i	-3	0	1	7	10	-3	-1	-2
CC(C)CNC(=O)[C@H](Cc1ccccc1)NC(=O)c1ccco1	-1	i	-1	7	2	0	-11	-1	6	1
O=C(CCc1ccc(S(=O)(=O)NC2CCCCC2)cc1)NCc1cccnc1	-3	i	1	3	-6	0	-6	-3	2	2
COCCOC(=O)N/C=C\c1nc2ccccc2c(=O)[nH]1	5	i	2	5	5	6	7	-16	2	-4
COc1ccc2cc(C(=O)NCc3ccccc3)c(=Nc3ccc(C(=O)O)cc3)oc2c1	?	i	0	48	-7	2	-56	0	1	-3
O=C(Nc1ccccc1F)c1ccccc1C(=O)Nc1ccccc1F	-3	i	-3	17	·	8	-5	-16	·	-7
CCN(CC(=O)NCc1ccc(Cl)cc1)C(=O)c1cc(OC)cc(OC)c1	-2	i	-1	·	-2	1	11	0	-3	·
Cn1c(CCC(=O)OCC(=O)Nc2ccc(Oc3ccccc3)cc2)nc(=O)c2ccccc21	17	i	·	0	-2	4	55*	-3	0	-2
COC(=O)Cc1[nH]n(-c2ccccc2)c(=O)c1C(C)=Nc1ccccc1	5	i	1	23	-7	8	12	6	-6	3
COc1ccc(CCNS(=O)(=O)c2ccc(Cl)s2)cc1OC	0	i	-2	30	0	3	-16	-1	0	2
CN(C)CCCNC(=O)/C(=N\O)c1ccccc1	3	i	1	16	0	5	0	0	4	2
CCCCn1nc(C(=O)N[C@@H](CCSC)c2nc3ccccc3[nH]2)c2ccccc2c1=O	13	i	-1	24	4	-3	8	2	6	0
Clc1ccc(CSc2cc3c(nn2)-c2ccccc2CC3)cc1	·	i	16	15	3	-1	·	·	0	1
COc1ccccc1NC(=O)Cn1nc(-c2ccc3c(c2)OCCO3)ccc1=O	-4	i	-3	15	4	-2	4	9	0	-15
Cc1c(N=c2scc(-c3ccccc3)n2CCO)c(=O)n(-c2ccccc2)n1C	-5	i	-2	-4	-4	0	4	7	1	-3
CCN(CC)c1ccc(NC(=O)c2cccc(F)c2)c(C)c1	-12	i	-2	13	4	0	5	-1	-1	-1
Next structures
SMILES	HSF1 inh	PolyA inh	GSK3 alpha inh	AI-2 QS mod	Dyrk1A ADPGlo	HDAC3 inh	HSF1 activator	Platelet DG rel	HSP90 inh	GSK3B inh
O=C(COc1coc(CN2CCN(c3ccccc3F)CC2)cc1=O)N1CCc2ccccc21	1	i	-1	-13	·	6	5	-23	·	-3
O=C(Nc1ccc(S(=O)(=O)N2CCOCC2)cc1)C1CCN(S(=O)(=O)c2ccc(F)cc2)CC1	-4	i	2	24	22	-8	-5	-2	·	1
OC(COCC1COc2ccccc2O1)CN1CCN(c2ccccc2)CC1 (stereo not drawn)	-8	i	·	20	-3	·	-11	4	1	4
CCN(CC)C(=O)c1sc2nc(N3CCOCC3)c3c(c2c1N)CCCC3	1	i	·	18	7	10	-1	-2	3	0
O=C(COc1ccc2ccc(=O)oc2c1)NCC(O)c1ccccc1 (stereo not drawn)	-6	i	1	-1	3	-20	-1	2	-4	2
NNC(=O)c1ccc(NS(=O)(=O)c2ccc(Br)cc2)cc1	3	·	·	72	·	4	-6	7	-3	-11
CCOC(=O)c1c(NC(=O)C2CCN(S(=O)(=O)c3ccc(Cl)cc3)CC2)sc2c1CCCC2	-5	i	-2	4	0	0	6	-9	2	-14
Cc1nc(S/C(=C/c2ccc(-c3ccc(C(=O)O)cc3)o2)C(=O)O)n[nH]1	0	i	33	30	45	12	0	-21	4	-5
COc1ccc2c(c1)cc(C(=O)N[C@@H](CCSC)C(=O)N1CCC(C(=O)O)CC1)n2C	7	i	-2	14	11	-43	48	3	0	2
O=C(NC1=NCCS1)Nc1ccccc1	6	i	-2	13	8	-10	27	4	0	1
CCCNC(=O)NS(=O)(=O)c1cnccc1Sc1ccc(Cl)cc1	3	i	-2	2	-4	-2	-5	-10	-2	3
COc1ccc(N2CCCC2)c(NC(=O)c2ccc(Br)o2)c1	-2	i	-1	1	49	-1	-8	0	1	-5
CC/C(=N/NC(=O)CNc1ccc(Cl)cc1C)c1ccccc1	5	i	-1	2	0	-5	15	0	-1	-2
C=C(C)c1cccc(C(C)(C)NC(=O)NCCCN2CCCC2=O)c1	9	i	-3	29	4	7	4	-1	2	3
O=C(Cc1cccs1)Nc1nnc(SCc2ccc(Br)cc2)s1	8	i	0	8	-4	-4	18	-7	1	1
Cc1ccc(NC(=O)CSc2nnc(-c3cnccn3)n2Cc2ccco2)cc1C	6	i	1	28	-1	3	10	6	2	-4
COC(=O)Cc1ccc(NC(=S)N2CCCCC2C)cc1 (stereo not drawn)	-12	i	2	-2	-2	-7	-8	-1	-1	4
CCOC(=O)C1CCN(C(=O)COC(=O)CSc2ccc(C(N)=O)cc2[N+](=O)[O-])CC1	6	i	0	40	2	-2	27	21	2	2
CC(=O)NC(Cc1c[nH]c2ccccc12)C(=O)NCc1ccco1 (stereo not drawn)	3	i	1	2	-4	-1	13	-7	-4	1
COc1ccc(C(=O)COC(=O)c2nn(C)cc2Cl)cc1	12	i	-5	33	0	-2	16	5	-6	2
CN1CCN(C(=S)NC(=O)c2ccco2)CC1	8	i	1	-9	·	-6	-11	-1	-2	0
COc1ccc(/C=C/C(=O)N(C)Cc2cccs2)cc1S(=O)(=O)N1CCOCC1	-2	i	-2	8	·	-4	5	2	-1	1

These rows are one share of the data; the hit share may differ from the screen's.
